High-throughput results from PubChem BioAssay.
HTR2A ag – activates the mouse 5-HT2A serotonin receptor; P35363; CHO-K1 mHTR2A beta-arrestin complementation, luminescence; percent of 30 µM serotonin response; activation, % at 7.6 µM; 360,000 compounds, 0.66% hits; AID 624169;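 active means activation above a run cutoff, the mean activation of all tested compounds plus 3 SD, cut at about 14% in these data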;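 further: 0% = plate median of compound wells and 100% = 30 µM serotonin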
Target sequence (P35363 whole entry, looked up): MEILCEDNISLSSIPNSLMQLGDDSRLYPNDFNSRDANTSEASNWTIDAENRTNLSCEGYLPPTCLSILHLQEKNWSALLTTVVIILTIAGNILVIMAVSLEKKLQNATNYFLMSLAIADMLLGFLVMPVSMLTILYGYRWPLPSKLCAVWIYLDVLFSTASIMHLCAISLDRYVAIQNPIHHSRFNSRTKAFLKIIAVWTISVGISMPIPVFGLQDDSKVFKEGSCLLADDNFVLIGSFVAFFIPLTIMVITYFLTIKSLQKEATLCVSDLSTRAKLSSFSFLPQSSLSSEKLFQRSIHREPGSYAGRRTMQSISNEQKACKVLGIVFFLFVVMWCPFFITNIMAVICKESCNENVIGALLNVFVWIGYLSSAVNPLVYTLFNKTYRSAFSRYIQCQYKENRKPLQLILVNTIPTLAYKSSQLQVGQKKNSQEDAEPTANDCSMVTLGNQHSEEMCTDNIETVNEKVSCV
ABHD5 PLIN5 PPI – ABHD5-PLIN5 protein interaction inhibition | 360,000 compounds, 0.78% hits | Split G. princeps luciferase complementation, luminescence, 4 h | Q00G26+Q8WTS1 | inhibition, % at 4 µM;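 active means inhibition above the mean inhibition across every tested compound plus 3 SD, cut at about 22% in these data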;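 further: 0% = DMSO only wells and the 100% control is not disclosed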
CaV13 FRET inh – Primary screen for inhibitors of IQ motif and Ca2+-dependent inactivation inhibitor domain binding in CACNA1D, Förster resonance energy transfer in living cells, …. HEK cells, CFP/YFP FRET ICDI-IQ, plate reader, 10 min; percent FRET-ratio fall versus neutral wells. inhibition, % at 12.3 µM. 340,000 compounds, 0.098% hits. AID 743397;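 active means mean replicate inhibition of at least 30% and at least 1% of replicates passing that level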;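 further: 0% = median of the neutral control wells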
Exocytosis inh – blocks lytic granule exocytosis; TALL-104 LAMP-1 surface exposure, flow cytometry; cells stimulated with thapsigargin and PMA; inhibition, % at 10 µM; 360,000 compounds, 0.66% hits; AID 651702;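 active means inhibition above about 55%, limit read from the data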
Glyco luc inh – N-linked glycosylation inhibition; 360,000 compounds, 0.23% hits; reporter increase, % at 12.5 µM; D54 ERlucT glycosylation luciferase reporter, 24 h; percent of 100 nM tunicamycin response;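 active means mean luciferase reporter signal, scaled so untreated is 0 and the glycosylation-blocking control 100, at or above a set limit in every replicate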;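 further: luciferase carries N-glycosylation sites so blocking glycosylation raises the light; 0% = median of neutral control wells and 100% = median of 100 nM tunicamycin wells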
Cardio protect – myocardial damage modulation in H9c2 cells; H9c2 cardiomyocytes, H2O2 injury protection, ATPLite, 2 h; protection from H2O2 cell death, % at 20 µM; 360,000 compounds, 0.63% hits; AID 588492;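 active means compounds giving at least 50% protection of heart cells from peroxide-induced death in the single-dose screen, raw or plate-pattern-corrected value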;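 further: 0% = DMSO wells with peroxide and 100% = DMSO wells without peroxide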
MC4R antagonist – antagonists of human melanocortin 4 receptor (MC4R); P32245; MC4R-expressing cells, MTII-stimulated cAMP, LANCE TR-FRET; inhibition, % at 6.5 µM; 360,000 compounds, 0.48% hits; AID 540295;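 active means inhibition above its plate's cutoff, the mean of tested wells on that plate plus 3 SD, cut at about 29% in these data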;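 further: 0% = Melanotan II alone and 100% = Melanotan II plus saturating MCL0020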
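material = U2OS cells stably expressing human melanocortin 4 receptor (MC4R) | also added = Melanotan II challenge | dosing = single nominal compound dose of 6.5 µM | detection = TR-FRET with Eu-cAMP and labeled anti-cAMP, 671 nm | replication = singlicate | timing = compound 30 min, challenge 1 h, detection 1 h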
PDI inh – inhibitors of human protein disulfide isomerase | P07237 | inhibition, % at 10 µM | AID 588391 | 350,000 compounds, 0.052% hits | PDI insulin aggregation turbidity, A650, 90 min;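 active means mean inhibition across replicates of 30% or more, whatever share of single replicates reach that level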;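 further: absorbance from insulin aggregation driven by PDI reduction with DTT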
Target sequence (P07237 whole entry, looked up): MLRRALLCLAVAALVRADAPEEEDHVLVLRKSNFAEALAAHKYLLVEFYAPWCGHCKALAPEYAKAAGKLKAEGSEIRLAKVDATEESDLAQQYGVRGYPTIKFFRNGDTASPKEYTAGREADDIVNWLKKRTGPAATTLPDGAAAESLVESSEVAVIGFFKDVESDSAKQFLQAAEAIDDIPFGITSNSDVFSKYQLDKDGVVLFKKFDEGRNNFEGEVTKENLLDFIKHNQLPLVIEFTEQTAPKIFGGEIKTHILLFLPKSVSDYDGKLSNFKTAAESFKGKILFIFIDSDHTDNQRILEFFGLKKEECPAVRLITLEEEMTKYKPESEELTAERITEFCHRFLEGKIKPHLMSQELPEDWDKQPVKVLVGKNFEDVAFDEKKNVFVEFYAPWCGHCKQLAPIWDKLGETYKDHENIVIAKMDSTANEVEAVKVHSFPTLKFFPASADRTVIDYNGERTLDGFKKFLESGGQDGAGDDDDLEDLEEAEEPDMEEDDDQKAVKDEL
ABCB6 inh MLPCN – human ABCB6 transporter inhibition. K562-ABCB6 porphyrin accumulation, flow cytometry, 1 h; active compounds read low. fluorescence ratio to DMSO, % at 10 µM. 360,000 compounds, 0.19% hits;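 active means fluorescence ratio to DMSO below 75%, the collection mean minus 3 SD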;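 further: signal is porphyrin accumulated inside mitochondria; 100% equals median channel fluorescence of DMSO control wells; lower ratio means ABCB6 inhibition with less porphyrin fluorescence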
MC4R barr agon – agonists of human melanocortin 4 receptor (MC4R) beta-arrestin; P32245; activation, % at 8.9 µM; 360,000 compounds, 0.98% hits; AID 540308; U2OS MC4R beta-arrestin complementation, luminescence; percent of melanotan II response, DMSO zero;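 active means activation above a per-plate cutoff, the mean activation of sample wells on that plate plus 3 SD, cut at about 8% in these data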
Starred values were filed as active, the others as inactive; & = joins results of further samples.

Screening CC(NC(=O)NC1CCCCC1)C(c1cccs1)N1CCN(C)CC1 (stereo unspecified) returned HTR2A ag -1, ABHD5 PLIN5 PPI 1, CaV13 FRET inh -9, Exocytosis inh -8, Glyco luc inh 1, Cardio protect 1, MC4R antagonist 5, ABCB6 inh MLPCN 98 and MC4R barr agon 0.8.
For CC(=O)Nc1cccc(NC(=O)c2sc3ncn(CC(=O)N4CCCCC4)c(=O)c3c2C)c1 the results were HTR2A ag -3, ABHD5 PLIN5 PPI 4, CaV13 FRET inh -5, Exocytosis inh -2, Glyco luc inh 0, Cardio protect 8, MC4R antagonist -5, PDI inh 0, ABCB6 inh MLPCN 101 and MC4R barr agon -2.3.
Screening [N-]=C=C1C(=S)NC(=O)[C@H]([n+]2ccccc2)[C@H]1c1ccc(Cl)cc1 returned HTR2A ag -6, ABHD5 PLIN5 PPI -13, CaV13 FRET inh -15, Exocytosis inh 11, Glyco luc inh 1, Cardio protect 0, MC4R antagonist 5, PDI inh 11, ABCB6 inh MLPCN 98 and MC4R barr agon -0.2.
O=C(CCN1C(=O)COc2ccccc21)NCCCN1CCN(c2ccccc2F)CC1 was read as HTR2A ag 2, ABHD5 PLIN5 PPI 2, Exocytosis inh -1, Glyco luc inh 1, Cardio protect -4, MC4R antagonist -3, PDI inh 6, ABCB6 inh MLPCN 103 and MC4R barr agon 1.4.
`CCOC(=O)C1=C(C)NC(C)=C(C(=O)OCC)C1C(=O)OCC(=O)N1c2ccccc2CC1C` (stereo unspecified) gave HTR2A ag -4&4, ABHD5 PLIN5 PPI -10&4, CaV13 FRET inh -7&-4, Exocytosis inh 6&-2, Glyco luc inh 0&0, Cardio protect 6&-4, MC4R antagonist 3&-1, PDI inh 1&-2, ABCB6 inh MLPCN 91&96 and MC4R barr agon -1.9&-2.1.
COc1ccc(-c2[nH]ncc2CNC(C)c2ccccc2Cl)cc1F (stereo unspecified) was read as HTR2A ag 0, ABHD5 PLIN5 PPI -2, CaV13 FRET inh -14, Exocytosis inh -1, Glyco luc inh -2, Cardio protect 0, MC4R antagonist -5, PDI inh -5, ABCB6 inh MLPCN 89 and MC4R barr agon -0.8.
For CC(C)(C)c1ccc(-n2ncc3c2CCCC3NC(=O)C2=NNC(=O)CC2)cc1 (stereo unspecified) the results were HTR2A ag 13, ABHD5 PLIN5 PPI -3, CaV13 FRET inh -5, Exocytosis inh -8, Glyco luc inh -3, Cardio protect -11, MC4R antagonist 3, PDI inh -4, ABCB6 inh MLPCN 96 and MC4R barr agon -1.4.
Screening O=[N+]([O-])c1ccc(Nc2cccc3c2[nH]c2c(-c4ccccc4)nccc23)c([N+](=O)[O-])c1 returned HTR2A ag -4, ABHD5 PLIN5 PPI -4, CaV13 FRET inh -5, Exocytosis inh -11, Glyco luc inh 5, Cardio protect 11, MC4R antagonist 17, PDI inh -3, ABCB6 inh MLPCN 95 and MC4R barr agon -2.2.
NC(=S)N=Nc1c(O)[nH]c2ccccc12 was read as HTR2A ag 6, ABHD5 PLIN5 PPI 5, CaV13 FRET inh -6, Exocytosis inh -2, Glyco luc inh 2, Cardio protect 3, MC4R antagonist -22, PDI inh -1, ABCB6 inh MLPCN 98 and MC4R barr agon 0.2.
Screening O=C(COc1ccc(Cl)cc1Cl)NNC(=O)c1cccnc1 returned HTR2A ag 12, ABHD5 PLIN5 PPI -1, CaV13 FRET inh -2, Exocytosis inh -14, Glyco luc inh 1, Cardio protect -3, MC4R antagonist 1, PDI inh 11, ABCB6 inh MLPCN 102 and MC4R barr agon 0.9.
Screening CCn1cc(CN2CCC(n3nccc3NC(=O)Cc3ccccc3)CC2)c(C)n1 returned HTR2A ag 1, ABHD5 PLIN5 PPI 1, CaV13 FRET inh -2, Exocytosis inh -6, Glyco luc inh -2, Cardio protect 0, MC4R antagonist -1, PDI inh -4, ABCB6 inh MLPCN 94 and MC4R barr agon -1.7.
`CCN(CC(=O)Nc1ccc(N2CCOCC2)cc1)C(=O)c1ccc(C(F)(F)F)cc1` gave HTR2A ag -2, ABHD5 PLIN5 PPI 0, CaV13 FRET inh -5, Exocytosis inh 0, Glyco luc inh 1, Cardio protect 1, MC4R antagonist 3, PDI inh 8, ABCB6 inh MLPCN 104 and MC4R barr agon -0.4.
Screening CCOC(=O)c1ccc(NS(=O)(=O)c2c(C)n[nH]c2C)cc1 returned HTR2A ag 4, ABHD5 PLIN5 PPI -1, CaV13 FRET inh -4, Exocytosis inh -2, Glyco luc inh 2, Cardio protect -5, MC4R antagonist 2, PDI inh -5, ABCB6 inh MLPCN 101 and MC4R barr agon -2.2.
For COc1ccc(N/C(=C2\CCCC2=O)C2CCCCC2)cc1 the results were HTR2A ag -3, ABHD5 PLIN5 PPI 0, CaV13 FRET inh -21, Exocytosis inh 2, Glyco luc inh -1, Cardio protect -2, MC4R antagonist 6, PDI inh 12, ABCB6 inh MLPCN 94 and MC4R barr agon -1.0.
Screening Cc1ccc(NC(=O)Cn2c(=O)c3cccn3c3ccccc32)c(Cl)c1 returned HTR2A ag 1, ABHD5 PLIN5 PPI 9, CaV13 FRET inh -3, Exocytosis inh -6, Glyco luc inh -1, Cardio protect 10, MC4R antagonist 0, PDI inh -7, ABCB6 inh MLPCN 101 and MC4R barr agon 2.4.
Screening CCN(CC)C(=O)C1=C(C)N(Cc2ccc(F)cc2)C(=O)C(CC(=O)NCCCN(C)C)C1 (stereo unspecified) returned HTR2A ag 0, ABHD5 PLIN5 PPI 5, CaV13 FRET inh -6, Exocytosis inh 2, Glyco luc inh 4, Cardio protect -4, MC4R antagonist 5, PDI inh -7, ABCB6 inh MLPCN 97 and MC4R barr agon -2.7.
`O=C(CCc1nnc2ccc(NCc3ccco3)nn12)Nc1cc(F)ccc1F` gave HTR2A ag -2, ABHD5 PLIN5 PPI 22*, CaV13 FRET inh -4, Exocytosis inh -2, Glyco luc inh -2, Cardio protect 1, MC4R antagonist 11, PDI inh -4, ABCB6 inh MLPCN 102 and MC4R barr agon -2.4.
Cc1ccccc1NC(=O)/C(C#N)=C/c1ccc(-c2ccc(Cl)c(C(=O)O)c2)o1 was read as HTR2A ag -4, ABHD5 PLIN5 PPI -3, CaV13 FRET inh -2, Exocytosis inh -10, Glyco luc inh 3, Cardio protect 10, MC4R antagonist 6, PDI inh 6, ABCB6 inh MLPCN 94 and MC4R barr agon -1.9.
`O=C(O)c1ccc(N2C(=O)CSC2=S)cc1` gave HTR2A ag 0, ABHD5 PLIN5 PPI -17, CaV13 FRET inh -5, Exocytosis inh -2, Glyco luc inh 1, Cardio protect 5, MC4R antagonist 6, PDI inh 12, ABCB6 inh MLPCN 100 and MC4R barr agon -3.0.
Screening CCCCn1cnc2c(=S)nc(N)[nH]c21 returned HTR2A ag 0, ABHD5 PLIN5 PPI -5, CaV13 FRET inh -1, Exocytosis inh -2, Glyco luc inh 0, Cardio protect 3, MC4R antagonist 4, PDI inh 2, ABCB6 inh MLPCN 96 and MC4R barr agon -4.1.
`Cc1ccccc1NC(=S)N1CCOCC1` gave HTR2A ag -1, ABHD5 PLIN5 PPI 5, CaV13 FRET inh -5, Exocytosis inh -7, Glyco luc inh 1, Cardio protect 4, MC4R antagonist -5, PDI inh -3, ABCB6 inh MLPCN 101 and MC4R barr agon -2.3.
Screening c1ccc(CNC2=NCCC2)nc1 returned HTR2A ag -2, ABHD5 PLIN5 PPI -3, CaV13 FRET inh -4, Exocytosis inh 0, Glyco luc inh -1, Cardio protect 4, MC4R antagonist 17, PDI inh 2, ABCB6 inh MLPCN 100 and MC4R barr agon -0.2.
Screening Cc1ccc(NC(=S)C2=C(O)c3sccc3N(C)S2(=O)=O)cc1 returned HTR2A ag 3, ABHD5 PLIN5 PPI -30, CaV13 FRET inh -3, Exocytosis inh -1, Glyco luc inh 1, Cardio protect -10, MC4R antagonist 6, PDI inh 0, ABCB6 inh MLPCN 98 and MC4R barr agon 1.1.
For Nc1cccc(NC(=O)c2cccs2)c1 the results were HTR2A ag 7, ABHD5 PLIN5 PPI 3, CaV13 FRET inh -4, Exocytosis inh -1, Glyco luc inh 2, Cardio protect 1, MC4R antagonist 5, PDI inh -4, ABCB6 inh MLPCN 93 and MC4R barr agon -1.7.
`Cc1cc(S(=O)(=O)NC(C)c2nnc3ccccn23)ccc1Br` (stereo unspecified) gave HTR2A ag 5, ABHD5 PLIN5 PPI 3, CaV13 FRET inh -6, Exocytosis inh 6, Glyco luc inh 1, Cardio protect 4, MC4R antagonist 2, PDI inh 8, ABCB6 inh MLPCN 96 and MC4R barr agon -1.5.
Screening COc1cccc(/C=C/C(=O)Nc2ccc(N3CCOCC3)cc2)c1OC returned HTR2A ag 2, ABHD5 PLIN5 PPI -1, CaV13 FRET inh -5, Exocytosis inh -2, Glyco luc inh 3, Cardio protect 2, MC4R antagonist -2, PDI inh -2, ABCB6 inh MLPCN 93 and MC4R barr agon -3.5.
CCC(=O)c1ccc(OC)c(OC)c1OCc1ccccc1 was read as HTR2A ag -4, ABHD5 PLIN5 PPI -4, CaV13 FRET inh -7, Exocytosis inh -4, Glyco luc inh 0, Cardio protect -1, MC4R antagonist -6, PDI inh 3, ABCB6 inh MLPCN 87 and MC4R barr agon 0.5.
`CC1CCc2[nH]c3ccc(C(=O)N(C)CC(=O)Nc4cccc(F)c4)cc3c2C1` (stereo unspecified) gave HTR2A ag 2, ABHD5 PLIN5 PPI -7, CaV13 FRET inh -2, Exocytosis inh -11, Glyco luc inh -7, Cardio protect 2, MC4R antagonist 13, PDI inh 0, ABCB6 inh MLPCN 98 and MC4R barr agon -3.1.
Screening O=C(c1ccccc1NS(=O)(=O)c1ccc(F)cc1)N1CCOCC1 returned HTR2A ag -4, ABHD5 PLIN5 PPI -2, CaV13 FRET inh -5, Exocytosis inh 16, Glyco luc inh 2, Cardio protect 6, MC4R antagonist 9, PDI inh 3, ABCB6 inh MLPCN 97 and MC4R barr agon -1.6.
For COC(=O)c1cccc(NC(=O)CC2C(=O)NCCN2C(=O)Nc2cc(C)cc(C)c2)c1 (stereo unspecified) the results were HTR2A ag -4, ABHD5 PLIN5 PPI 8, CaV13 FRET inh -3, Exocytosis inh 1, Glyco luc inh 3, Cardio protect 1, MC4R antagonist 5, PDI inh -1, ABCB6 inh MLPCN 95 and MC4R barr agon -2.7.
Screening O=C(OCc1nnc(-c2ccc([N+](=O)[O-])cc2)o1)C1CC(=O)N(CCc2ccccc2)C1 (stereo unspecified) returned HTR2A ag -2, ABHD5 PLIN5 PPI -2, CaV13 FRET inh -5, Exocytosis inh -5, Glyco luc inh 2, Cardio protect 7, MC4R antagonist 5, PDI inh 2, ABCB6 inh MLPCN 87 and MC4R barr agon 0.5.

Rows are unselected. Share with any hit: about 4.2%.
